# Compound activity: PubChem BioAssay, several laboratories
# Peg3 prom inh: Peg3 promoter-driven luciferase inhibitors, primary screen, cell-based, HeLa, luciferase luminescence. 360,000 compounds, 1.7% hits. inhibition, % at 20 µM. HeLa PEG-Prom luciferase reporter, overnight;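 active = inhibition of at least 50% at 20 µM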
# iPSC survival up: enhancers of single-cell hiPSC survival, primary screen, ATPlite luminescence | 100% = ROCK inhibitor wells, 0% = DMSO | AID 602274, 2012 | survival enhancement, % at 20 µM | 360,000 compounds, 0.044% hits; in the data active = survival enhancement above about 18%;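 note: cells exposed to compounds for 16 hours before the ATP read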
# MITF TRPM1 inh: inhibitors of MITF-dependent TRPM1 promoter reporter, primary screen, cell-based, SK-MEL-5, single point, luciferase; SK-MEL-5 TRPM1 promoter luciferase, 24 h; inhibition, % at 12.5 µM; 330,000 compounds, 0.83% hits; AID 488899, 2010;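 active = mean inhibition across replicates of 60% or more, whatever share of single replicates reaches that level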; note: values of inactives mirror those of a sister screen read the other way
# m5-HT2A agonist: mouse Htr2a agonists via beta-arrestin recruitment, primary screen, cell-based, luminescence. CHO-K1 mHTR2A beta-arrestin complementation; percent of 30 µM serotonin response. 360,000 compounds, 0.66% hits. 5-hydroxytryptamine receptor 2A (Mus musculus), P35363. activation, % at 7.6 µM;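 active = activation above a run cutoff, the mean activation of all tested compounds plus 3 SD, cut at about 14% in these data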;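 note: 0% = plate median of compound wells and 100% = 30 µM serotonin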
# Target sequence (P35363 whole entry, looked up): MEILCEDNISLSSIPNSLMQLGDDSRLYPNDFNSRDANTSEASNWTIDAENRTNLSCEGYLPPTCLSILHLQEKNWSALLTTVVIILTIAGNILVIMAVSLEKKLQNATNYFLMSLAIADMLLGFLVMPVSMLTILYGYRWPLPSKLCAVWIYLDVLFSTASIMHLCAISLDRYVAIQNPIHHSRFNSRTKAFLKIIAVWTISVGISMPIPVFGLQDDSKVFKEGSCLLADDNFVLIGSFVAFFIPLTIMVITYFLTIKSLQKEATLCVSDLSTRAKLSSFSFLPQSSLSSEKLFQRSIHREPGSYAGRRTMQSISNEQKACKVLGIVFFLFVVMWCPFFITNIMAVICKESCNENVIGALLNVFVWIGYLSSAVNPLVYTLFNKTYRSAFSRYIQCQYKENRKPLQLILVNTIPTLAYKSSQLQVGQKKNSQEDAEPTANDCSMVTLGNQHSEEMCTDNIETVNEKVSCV
# NR2E3 ag-1: inhibitors of NR2E3-RetCOR corepressor binding, primary screen, NR2E3 agonist project, biochemical, TR-FRET, GST-NR2E3, biotin-RetCOR | Photoreceptor-specific nuclear receptor (Homo sapiens), Q9Y5X4 | 1536-well | inhibition of corepressor binding, % at 4.78 µM | 320,000 compounds, 0.12% hits | AID 2300, 2010;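 active = percent inhibition above the cutoff of mean plus 3 SD of all tested compounds, set per screening campaign, cut at about 20% in these data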;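 note: 0% = DMSO wells and 100% = biotin wells as full block of FRET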
#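 System: GST-tagged NR2E3 plus biotinylated RetCOR corepressor; Buffer or medium: pH 7.5 Tris-based buffer; Probe or stimulus: RetCOR corepressor, biotinylated, 7 nM; Doses: compound at 4.8 µM, single dose; Schedule: 5 h incubation at 4 °C; Technique: time-resolved FRET; Evaluation: percent inhibition of TR-FRET ratio; Replication: one well per compound, singlicate testing.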
# Cardio protect: cardioprotection against H2O2-induced cell death, primary screen, uHTS, H9c2 cells, ATPLite luminescence | H9c2 cardiomyocytes, H2O2 injury protection, 2 h | protection from H2O2 cell death, % at 20 µM | 360,000 compounds, 0.63% hits | AID 588492, 2011;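 active = compounds giving at least 50% protection of heart cells from peroxide-induced death in the single-dose screen, raw or plate-pattern-corrected value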;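 note: 0% = DMSO wells with peroxide and 100% = DMSO wells without peroxide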
# NR2E3 ag-2: NR2E3 agonists in two-hybrid cells, primary screen, cell-based, luminescence, CHO-S, Gal4-NCOR/VP16-NR2E3; Photoreceptor-specific nuclear receptor (Homo sapiens), Q9Y5X4; luciferase; inhibition of corepressor binding, % at 3.98 µM; 360,000 compounds, 0.35% hits; AID 602229, 2012;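 active = inhibition above the mean of all tested compounds plus 3 SD, cut at about 70% in these data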;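 note: 0% = DMSO with NR2E3 transfected cells and 100% = cells lacking NR2E3 construct; higher means lower luciferase signal from less NR2E3 corepressor binding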
# PDI turbidity: inhibitors of human PDI, primary screen, biochemical, turbidity, single point, plate reader; PDI insulin aggregation turbidity, A650, 90 min; AID 588391, 2011; inhibition, % at 10 µM; 350,000 compounds, 0.052% hits; Protein disulfide-isomerase (Homo sapiens), P07237;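 active = mean inhibition across replicates of 30% or more, whatever share of single replicates reach that level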;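 note: absorbance from insulin aggregation driven by PDI reduction with DTT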
# Target sequence (P07237 whole entry, looked up): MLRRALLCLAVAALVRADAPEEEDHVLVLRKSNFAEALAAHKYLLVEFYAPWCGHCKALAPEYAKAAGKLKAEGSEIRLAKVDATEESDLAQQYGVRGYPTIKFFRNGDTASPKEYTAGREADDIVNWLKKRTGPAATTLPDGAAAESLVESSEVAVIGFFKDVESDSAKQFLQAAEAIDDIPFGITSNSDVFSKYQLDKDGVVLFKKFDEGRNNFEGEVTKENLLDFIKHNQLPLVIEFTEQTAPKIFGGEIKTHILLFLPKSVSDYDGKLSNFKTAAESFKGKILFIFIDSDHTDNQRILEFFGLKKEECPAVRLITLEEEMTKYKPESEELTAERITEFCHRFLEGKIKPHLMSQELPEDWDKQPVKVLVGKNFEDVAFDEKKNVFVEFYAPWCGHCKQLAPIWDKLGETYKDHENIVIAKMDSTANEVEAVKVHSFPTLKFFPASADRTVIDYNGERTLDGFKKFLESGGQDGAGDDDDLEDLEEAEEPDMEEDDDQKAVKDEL
# HIF-2a inh: HIF-2a reporter inhibitors, primary screen, luminescence, 786-0 RCC cells; 786-0 RCC cells HIF-2a reporter, luciferase luminescence, overnight; 360,000 compounds, 0.72% hits; inhibition, % at 18.8 µM;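 active = inhibition of the luminescence signal of 40% or more relative to plate controls, in a single-dose primary screen at 18.75 µM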
# CaV13 FRET inh: Disruptors of the CACNA1D IQ motif to Ca2+-dependent inactivation inhibitor domain association, primary screening, Förster resonance energy transfer in intact living … | inhibition, % at 12.3 µM | 340,000 compounds, 0.098% hits | AID 743397 | HEK cells, CFP/YFP FRET ICDI-IQ, plate reader, 10 min; percent FRET-ratio fall versus neutral wells;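 active = mean replicate inhibition of at least 30% and at least 1% of replicates passing that level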;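 note: 0% = median of the neutral control wells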
# Shn3 3UTR inh: reduction of Shn3 3'UTR firefly luciferase signal, primary screen, Schnurri-3 inhibitor project, cell-based, Clone20 osteoblasts, set 2; 360,000 compounds, 0.52% hits; Clone20 osteoblast Shn3 3'UTR firefly luciferase, 24 h; inhibition, % at 12.5 µM; AID 588674, 2011;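 active = mean inhibition of at least 75% with every replicate also reaching 75%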;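 note: 0% = median of neutral control wells and 100% = pilot-screen positive control compound; some compounds past the cut are filed as inactive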
# The depositor's hits bear a star; . = not tested or not shown.
entry	SMILES	Peg3 prom inh	iPSC survival up	MITF TRPM1 inh	m5-HT2A agonist	NR2E3 ag-1	Cardio protect
1	COc1ccc(C(CCN2CCN(c3ccccc3)CC2)c2c(OC)cc(OC)c3c(-c4ccccc4)cc(=O)oc23)cc1 (stereo not given)	1.8	-2.1	3.3	8.8	-0.1	-4.5
2	CCOc1cc(NC(=S)NCCCN2CCOCC2)c(OCC)cc1NC(=O)c1cccs1	-7.6	-0.3	2.7	-3.8	1.6	6.2
3	O=Cc1ccc(-c2c(-c3ccccc3)oc3c2C(OCCCCO)CCC3)o1 (stereo not given)	.	-0.4	.	-2.9	.	.
4	O=C(Cn1cnc2sc(-c3ccccc3)cc2c1=O)NCc1ccccc1	2.8	-1.4	-6.9	3.3	-2.1	-8.7
5	CCOC(=O)C1CCN(C(=O)c2ccc(S(=O)(=O)Nc3ccccc3Cl)cc2)CC1	6.3	0.0	1.3	12.9	.	-5.4
6	COc1ccc(CN2CC(C(=O)NCc3ccc4c(c3)OCO4)CC2=O)cc1 (stereo not given)	17.2	-1.8	5.5	12.5	4.5	-4.5
7	Cn1c(=O)c(=O)n(C)c2cc(S(=O)(=O)NCCOc3ccccc3)ccc21	3.5	0.7	-8.4	3.1	-0.7	3.9
8	OCCOCCN1CCN(C(=S)Nc2ccccc2)CC1	-1.4	-0.4	0.1	3.8	2.5	-6.0
9	CCc1cc(=O)oc2c(C)c(OCC(=O)NCC3CCC(C(=O)O)CC3)ccc12 (stereo not given)	2.6	2.4	11.4	6.1	4.6	6.5
10	O=C(CSc1nc2[nH]c(=O)cc(O)c2s1)Nc1cc(Cl)cc(Cl)c1	-4.7	0.6	45.4	-3.5	2.0	4.6
11	COc1ccccc1C1CC(=O)Oc2cc(O)ccc21 (stereo not given)	-12.1	0.6	0.7	2.6	.	-0.5
12	COc1ccc(C(=O)N2CCN(C(=O)c3cc(OC)c(OC)c(OC)c3)CC2)cc1	1.8	1.4	-17.6	-2.6	0.6	-2.0
13	COc1ccc(OCC(=O)N2CCc3ccccc3C2)cc1	-7.9	-0.5	13.4	0.4	4.9	2.3
14	O=C(Nc1ccccc1)c1ccc(CN2CCC(Cc3ccccc3)CC2)cc1	-6.2	-0.1	4.2	-8.3	-5.7	-7.2
15	COc1ccc(C(=O)Nn2cnc3scc(-c4cccs4)c3c2=O)c(O)c1	17.6	-1.1	4.1	1.5	0.5	3.5

entry	NR2E3 ag-2	PDI turbidity	HIF-2a inh	CaV13 FRET inh	Shn3 3UTR inh
1	0.2	-6.2	7.5	-9.9	4.2
2	-27.8	2.9	3.1	-4.9	22.9
3	6.3	.	-6.1	-10.4	.
4	-49.4	-11.5	-12.2	-5.4	-0.2
5	22.3	0.4	8.1	-6.2	24.7
6	-5.0	1.3	7.1	-3.6	-20.4
7	16.0	-0.3	6.0	9.9	-18.0
8	-1.4	3.5	6.8	-1.7	4.7
9	16.5	.	3.2	.	6.2
10	-9.2	-3.1	-3.4	-7.3	-11.9
11	-8.7	4.4	1.5	-6.4	0.0
12	-38.8	0.8	2.7	-7.1	-20.2
13	11.8	3.3	-18.4	-6.5	21.2
14	-0.7	4.0	-27.1	.	7.9
15	-4.1	-6.1	4.4	-5.7	-5.1

# (cont.)
entry	SMILES	Peg3 prom inh	iPSC survival up	MITF TRPM1 inh	m5-HT2A agonist	NR2E3 ag-1	Cardio protect
16	CC(C)NC(=O)C1(C)CCN1C(=O)C1(c2ccccc2)CC1 (stereo not given)	11.7	-2.7	.	-1.4	.	4.2
17	CC(NC(=O)COC(=O)c1ccccc1F)C1CC2CCC1C2 (stereo not given)	-14.0	0.0	4.6	11.9	.	7.3
18	O=C(CN(c1ccc(F)cc1)S(=O)(=O)c1ccc2c(c1)OCCO2)Nc1ccccc1	-9.6	0.1	-14.3	-3.3	2.0	-1.4
19	CCCCc1nnc2c(N(C)S(=O)(=O)c3ccc(C)cc3)nc3ccccc3n12	23.5	-0.1	12.1	1.1	4.4	2.0
20	Cc1ccccc1OCC(=O)OCC(=O)Nc1ccc2c(c1)OCCO2	0.8	0.2	6.2	-1.0	3.8	0.1
21	Cc1ccc(Cn2nc(C)c(/C=N/NC(=O)c3cccnc3)c2C)cc1	11.8	3.2	-3.1	-2.5	-0.9	6.7
22	CC(C)OC(=O)CSc1nc2c(cc1C#N)CCCCC2	-237.1	-0.5	-36.6	8.1	-0.3	4.3
23	CC(C)c1ccc2c(c1)C1Cc3ccccc3C1N2 (stereo not given)	-173.2	-0.1	-35.2	0.2	1.4	2.2
24	Cc1ccc2c(CN3CCN(S(=O)(=O)c4ccccc4C(F)(F)F)CC3)cc(=O)oc2c1C	7.1	0.1	14.7	9.1	-0.1	-3.5
25	O=C(Nc1ccc(O)cc1)c1ccccc1OCc1ccccc1	-18.9	-0.4	8.0	-6.7	.	0.5
26	COc1ccc(S(=O)(=O)N(C)C[C@@H]2OCc3cn(nn3)CCCC(=O)N([C@@H](C)CO)C[C@H]2C)cc1	-14.6	4.7	.	0.1	.	-0.5
27	O=C(Oc1cccc2cccnc12)c1ccc2c(c1)OCCO2	-21.4	-0.9	11.4	-2.3	0.6	-0.9
28	O=C(N/N=C/c1ccc2cccc(OCc3ccccc3)c2n1)c1ccc(Br)cc1	8.9	4.2	0.3	-10.5	3.2	30.6
29	COc1ccc(N2C(=O)CCC2(C#N)c2ccc(Br)cc2)cc1 (stereo not given)	15.5	3.7	-1.4	-1.2	-0.6	-1.7
30	Cc1ccc2[nH]c3c(Cl)ncnc3c2c1	3.7	-0.3	0.9	2.0	-1.6	4.1

entry	NR2E3 ag-2	PDI turbidity	HIF-2a inh	CaV13 FRET inh	Shn3 3UTR inh
16	-32.4	-4.4	1.5	-10.9	4.3
17	-7.9	-0.8	20.8	-5.1	-7.3
18	-1.8	0.8	-12.9	-4.0	50.4
19	-1.2	-8.0	8.7	-6.9	20.7
20	10.2	-6.2	-7.2	-5.4	-17.8
21	-3.7	5.7	16.4	-2.6	23.0
22	-23.0	5.5	-138.6	11.7	-36.8
23	-77.5	-9.2	-154.7	-3.1	-29.9
24	18.3	-4.8	10.5	-5.7	31.2
25	-10.8	-2.9	-25.0	-0.3	8.0
26	-16.1	-0.2	3.9	-5.1	-28.6
27	-37.3	8.7	1.0	-4.9	27.6
28	-24.8	-7.2	-55.6	.	-0.4
29	2.5	-3.5	12.8	-3.8	6.0
30	-2.0	9.0	0.0	-4.7	-14.9

# Among those listed so far, these have an NH in an aromatic ring:
entry	SMILES	Peg3 prom inh	iPSC survival up	MITF TRPM1 inh	m5-HT2A agonist	NR2E3 ag-1	Cardio protect
10	O=C(CSc1nc2[nH]c(=O)cc(O)c2s1)Nc1cc(Cl)cc(Cl)c1	-4.7	0.6	45.4	-3.5	2.0	4.6
30	Cc1ccc2[nH]c3c(Cl)ncnc3c2c1	3.7	-0.3	0.9	2.0	-1.6	4.1

entry	NR2E3 ag-2	PDI turbidity	HIF-2a inh	CaV13 FRET inh	Shn3 3UTR inh
10	-9.2	-3.1	-3.4	-7.3	-11.9
30	-2.0	9.0	0.0	-4.7	-14.9

# Continuation:
entry	SMILES	Peg3 prom inh	iPSC survival up	MITF TRPM1 inh	m5-HT2A agonist	NR2E3 ag-1	Cardio protect
31	Cc1ccc(NC2(C(N)=O)CCCC2)cc1	-247.5	-1.0	-10.0	5.5	.	1.5
32	O=C(Cc1ccccc1)NCCSCc1ccccc1	-31.8	-1.7	1.0	-3.6	-1.1	0.1
33	O=C(CSc1nnc(-c2ccncc2)n1Cc1ccco1)Nc1cccc(O)c1	11.9	0.3	1.3	0.0	1.7	5.6
34	O=C(Nn1cc(C(=O)Nc2ccccc2F)c2ccccc2c1=O)c1cnccn1	6.9	-0.5	17.4	1.4	0.5	28.6
35	COc1ccc(/C=C/C(=O)N(C)C2(C)CCS(=O)(=O)C2)cc1 (stereo not given)	-9.7	-0.3	3.8	-3.9	0.2	-0.2
36	NNC(=O)c1cc2c(ccc3ccccc32)o1	-32.5	1.3	4.3	-1.2	-0.5	-20.0
37	O=C(CN1CCN(Cc2ccc(F)cc2)C1=O)NCc1cccs1	14.7	0.4	4.8	-1.2	2.9	0.0
38	O=CNc1cc(-c2ccc(C(=O)NC3CC3)cc2)cn2c(-c3ccc(F)c(Cl)c3)cnc12	27.8	0.8	.	2.2	.	59.9*
39	C=CCn1cc(C(=O)NCCCOC)c(=O)c2cc(S(=O)(=O)N3CCC(C)CC3)ccc21	11.9	0.8	-4.5	-2.9	1.4	8.0
40	N#C/C(=C\c1cccc(Br)c1)C(=O)N1CCCCC1	19.8	-0.1	-8.9	-4.8	-1.6	1.4
41	COc1cc(C2C3=C(CCCC3=O)Nc3[nH]n(-c4ccccc4)c(=O)c32)ccc1OC(C)=O (stereo not given)	3.1	-0.6	-10.6	-2.9	-1.8	-1.2
42	CCCn1c(SCCN2CCOCC2)nc2c1c(=O)n(C)c(=O)n2C	-0.6	0.0	-6.4	-0.8	.	-5.6
43	CC1CCN(C(=O)COC(=O)CCCN2C(=O)c3cccc4cccc(c34)C2=O)CC1	-3.2	-0.4	5.9	-8.4	.	6.2
44	O=c1cc(CCc2ccccc2)[nH]c(=O)[nH]1	10.0	-1.0	.	-0.2	.	-0.1

entry	NR2E3 ag-2	PDI turbidity	HIF-2a inh	CaV13 FRET inh	Shn3 3UTR inh
31	-25.5	0.0	-53.8	-6.8	-8.5
32	-17.9	2.6	-76.5	.	-18.2
33	7.1	-0.6	-1.5	-5.1	-1.8
34	-1.6	5.2	21.2	-6.5	-11.6
35	-1.8	0.6	-9.3	-6.7	12.6
36	0.1	5.7	-25.6	-12.0	0.3
37	-9.8	2.4	14.2	-5.5	-16.9
38	-40.5	-9.4	-149.4	-11.1	-1.2
39	-5.3	.	15.9	-11.4	19.9
40	-7.7	8.5	39.9	-18.5	0.4
41	-16.6	-6.4	23.1	-4.9	15.7
42	-53.3	-1.6	13.3	-2.1	-15.5
43	-6.0	5.4	-12.2	-7.7	-10.3
44	-13.5	.	-2.2	-12.4	-29.1
